Source: PubChem BioAssay (National Center for Advancing Translational Sciences (NCATS))
12-LOX inh – inhibitors of human 12S-lipoxygenase ALOX12 | purified 12hLO, xylenol orange hydroperoxide absorbance | Potency, µM (doses to about 108 µM), without a hit: at the top dose activity change, negative = inhibition, most hits filed as inhibitors | P18054 | 580,000 tested, 1.1% active; further: on the % scale 0 is the no-effect control and ±100 the full control effect
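Purified human 12hLO (150 nM final) in 25 mM Hepes, 0.01% Triton X-100, pH 7.0 was preincubated 15 min at room temperature with compound. Then 40 uM arachidonic acid was added, 30 min. Hydroperoxide was read by Fe-XO absorbance ratio 573/405 nm.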
TrxR1 inh – inhibitors of rat thioredoxin reductase 1. O89049. recombinant rTrxR1, NADPH fluorescence consumption, selenite substrate. Potency, µM (series often up to 114 µM), for inactives: top-dose activity change, negative = inhibition, most hits filed as inhibitors. 390,000 tested, 1% active; further: on the % scale 0 is the no-effect control and ±100 the full control effect; nearly all actives have a fitted effect of over 65% in size
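Rat TrxR1 (90 nM in the dispensed reagent) was pre-reduced with 400 uM NADPH for 5 min at room temperature, then incubated with compound for 15 min. After 400 uM selenite was added, NADPH fluorescence (Ex 340/Em 450 nm) was followed for 8 min.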
Pin1 inh – human Pin1 inhibition; Pin1 FP peptide displacement, HiFluor488, 10 min; Potency, µM (top dose mostly 115 µM), inactives show top-dose activity, negative = inhibition, hits mostly inhibitors; 390,000 tested, 0.009% active; AID 504891; active means well fitted inhibition curve with a large enough effect in the polarisation, with a control signal flat, not every such curve was filed as active; inconclusive means small, poorly fitted or top-dose-only effect, or effect the other way, or a change in a side signal; inactive means no such curve, though single readings can be large or run the other way; the % refers to the polarisation; further: on the % scale 0 is the no-effect control and ±100 the full control effect
RGS4 inhibitor – inhibitors of human regulator of G protein signaling 4; 390,000 tested, 0.039% active; P49798; Potency, µM (series often up to 114 µM), inactives show at the highest dose activity change, negative = inhibition, actives largely listed as inhibitors; Transcreener GDP fluorescence polarization, RGS4-accelerated GTP hydrolysis; further: on the % scale 0 is the no-effect control and ±100 the full control effect; nearly all actives have a fitted effect of over 75% in size; some results filed as inactive show a strong effect at the top dose
Target sequence (P49798 whole entry, looked up): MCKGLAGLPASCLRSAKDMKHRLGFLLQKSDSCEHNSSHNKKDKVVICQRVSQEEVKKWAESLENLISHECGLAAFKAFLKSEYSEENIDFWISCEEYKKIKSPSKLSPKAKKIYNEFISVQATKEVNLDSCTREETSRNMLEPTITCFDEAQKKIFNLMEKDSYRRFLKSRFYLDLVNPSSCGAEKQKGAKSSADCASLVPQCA
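MLSMR compounds (23 nl, pin-transferred) preincubated 10 min at room temperature with a 500nM (2x) first reagent, then RGS4 at 900nM (2x) plus Transcreener GDP mix added; fluorescence polarization (620/688 nm) read before and after 90 min at 30 °C.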
HP1b binding inh – inhibitors of HP1-beta chromodomain binding to methylated histone tails. P83916. AlphaScreen HP1-beta / biotin-H3K9me3 peptide binding. Potency, µM (doses to about 114 µM), inactives show top-dose activity change, negative = inhibition, actives largely listed as inhibitors. 390,000 tested, 0.56% active; further: nearly all actives have a fitted effect of over 70% in size; inactives centre near 23
Target sequence (P83916 whole entry, looked up): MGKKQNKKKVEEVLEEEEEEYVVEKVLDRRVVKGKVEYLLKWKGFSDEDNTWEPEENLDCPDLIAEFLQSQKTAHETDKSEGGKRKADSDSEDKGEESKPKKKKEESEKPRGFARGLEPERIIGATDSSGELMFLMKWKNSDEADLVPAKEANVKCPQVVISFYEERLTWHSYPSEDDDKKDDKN
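Compound inhibition of the preformed complex between 50 nM HP1-beta and 50 nM biotinylated H3K9me3 peptide was read by AlphaScreen. Buffer was PBS pH 7.4 with 0.01% Tween-20. Incubations ran 30 min at room temperature, with 10 ug/mL donor/acceptor beads.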
PGK inhibitor – blocks T. brucei phosphoglycerate kinase; PGK/GAPDH coupled, Kinase-Glo luminescence, 60 min; 380,000 tested, 0.043% active; Potency, µM (titrated, usually from 57.5 µM), for inactives: at the top dose activity change, negative = inhibition, hits mostly inhibitors; further: on the % scale 0 is the no-effect control and ±100 the full control effect; nearly all actives have a fitted effect of over 60% in size
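Luminescent ATP detection (Kinase-Glo Plus) follows a 60-minute room-temperature incubation, with wells lacking PGK as controls. Buffer: 100 mM TEA (pH 7.6), 5 mM MgCl2, 0.01% Tween-20. Coupling enzyme GAPDH (100 nM final) supplies unstable 1,3-BPG in-well.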
JMJD2A Tudor – blocks the human JMJD2A Tudor domain. O75164. AlphaScreen JMJD2A-Tudor / H3K4me3 peptide binding. Potency, µM (titrated, usually from 114 µM), for inactives: at the top dose activity change, negative = inhibition, actives largely listed as inhibitors. 390,000 tested, 4.4% active. AID 504339; further: on the % scale 0 is the no-effect control and ±100 the full control effect; nearly all actives have a fitted effect of over 50% in size
ERG-DNA inh – inhibitors of human ERG Ets domain-DNA interaction; P11308; fluorescence polarization, His-ERG Ets domain / labelled DNA; Potency, µM (highest dose often 76.9 µM), for the others: at the top dose FP activity, negative = inhibition, most hits filed as inhibitors; 370,000 tested, 0.028% active; AID 624246; active means well fitted inhibition curve with a large enough effect in the polarisation, with a control signal flat; inconclusive means small, poorly fitted or top-dose-only effect, or effect the other way, or a change in a side signal; inactive means no such curve, though single readings can be large or run the other way; the % refers to the polarisation;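 further: polarization taken with two DNA probes labelled with fluorescein and Texas red; % of control where 0% means no effect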
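His-tagged ERG Ets domain (1 uM in the protein solution; 300mM KCl, 50mM Tris-HCl, 1mM EDTA, 1mM DTT, pH 7.5) received compound, then a probe mix of 5 nM fluorescein-DNA and 100nM Texas-615-DNA. Fluorescence polarization was read for both dyes.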
GLS inhibitor – glutaminase GLS (human) inhibition | O94925 | GLS enzymatic activity, qHTS titration | Potency, µM (top dose mostly 45.5 µM), inactives show top-dose activity change, negative = inhibition, hits mostly inhibitors | 410,000 tested, 0.21% active; further: on the % scale 0 is the no-effect control and ±100 the full control effect
Target sequence (O94925 whole entry, looked up): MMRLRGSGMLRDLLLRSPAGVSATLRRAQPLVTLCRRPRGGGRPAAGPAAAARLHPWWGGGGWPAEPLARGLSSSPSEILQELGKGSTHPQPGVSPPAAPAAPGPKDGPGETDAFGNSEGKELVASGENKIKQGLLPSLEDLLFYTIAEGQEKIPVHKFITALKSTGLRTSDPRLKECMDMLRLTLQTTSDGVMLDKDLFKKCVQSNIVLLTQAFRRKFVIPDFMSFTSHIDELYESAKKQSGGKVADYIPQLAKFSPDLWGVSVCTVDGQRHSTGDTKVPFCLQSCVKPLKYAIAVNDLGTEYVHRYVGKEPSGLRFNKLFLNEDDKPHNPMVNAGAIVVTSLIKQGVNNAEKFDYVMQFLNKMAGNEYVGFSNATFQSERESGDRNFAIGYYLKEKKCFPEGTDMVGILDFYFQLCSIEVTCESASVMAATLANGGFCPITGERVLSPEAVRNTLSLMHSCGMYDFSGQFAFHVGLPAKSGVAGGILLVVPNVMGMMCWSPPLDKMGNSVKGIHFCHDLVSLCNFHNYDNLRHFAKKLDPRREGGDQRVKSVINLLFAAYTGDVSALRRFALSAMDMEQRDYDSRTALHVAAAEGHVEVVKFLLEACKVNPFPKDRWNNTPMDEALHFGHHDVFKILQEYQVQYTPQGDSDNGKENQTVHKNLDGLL
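hKGA; 45 mM KH2PO4 pH 8.2 + 0.02% Tween-20; cpd via pin tool; 1 mM Gln soln; GluOx/HRP/Amplex Red; RT 30 min; fluor. t0 & final.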
* = called active by the depositor; i = inactive; ? = inconclusive; · = no result given; & = joins results of further samples; [ ] = dose if it differs, or a comment. Unless noted, the call rests on the fitted dose curve; in most records, active means well fitted curve in the direction sought with a large enough effect; inconclusive means small, poorly fitted or top-dose-only effect, or another doubt; inactive means no such curve, though single readings can be large; an effect the other way counts as inactive or inconclusive. Potency means the concentration at half of the fitted maximal effect.

smiles	12-LOX inh	TrxR1 inh	Pin1 inh	RGS4 inhibitor	HP1b binding inh	PGK inhibitor	JMJD2A Tudor	ERG-DNA inh	GLS inhibitor
COc1cccc(C(=O)NCC(c2ccc(N(C)C)cc2)N2CCCC2)c1OC (stereo not given)	-1%	6%[57.1 µM]	5%	-9%	17%	-5%	-15%	0%	28%
COC(=O)c1ccc(OC)c(OC)c1Cl	204%[activator]	11%[57.1 µM]	15%	-5%	32%	-3%	0%	14%	-5%
Cc1cc(Br)ccc1OCc1nc(-c2cccnc2)no1	-26%	7%	6%	-23%	27%	-4%	7%	3%	1%
COc1ccc(-c2cc(C(=O)Nc3ccc(C)c(C)c3)no2)cc1	20%	59%[activator]	-5%	-29%	-22%	·	-11%	-10%	1%
O=[N+]([O-])c1cccc(/C=N/Nc2nccnc2Cl)c1	0%	-2%[57.1 µM]	-7%	31%	-7%	?	-14%	1%	8%
COc1ccccc1NC(=S)NNC(=S)Nc1ccc(OC(F)F)cc1	?	-21%[57.1 µM]	-13%	-32%	?	-8%	79µM*	-5%	?
CC(C)(C)c1ccc(C(=O)O/N=C(\N)c2ccccn2)cc1	-20%	23%	-2%	6%	27%	-10%	-15%	-1%	-8%
COc1ccc(CNC(=O)CN(Cc2ccccc2F)C(=O)c2csnn2)cc1	0%	13%	-1%	14%	14%	-1%	0%	14%	5%
COc1cccc(OCc2nc(-c3cccc([N+](=O)[O-])c3)no2)c1	-7%	-5%[57.1 µM]	2%	12%	5%	-1%	-22%	-12%	0%
O=C(NCCCN1CCCC1=O)c1ccc(S(=O)(=O)Nc2ccccc2F)cc1	?	-9%	1%	4%	21%	-1%	-4%	-1%	1%
CC1CN(C(=O)COc2ccc3c(-c4ccccc4)cc(=O)oc3c2)CC(C)O1 (stereo not given)	194%[activator]	21%	-2%	-1%	7%	-5%	-21%	9%	0%
Cc1ccccc1C(=O)N1CCCN(C(=O)c2ccccc2C)CC1	-2%	9%	8%	-8%	59%[activator]	-4%	1%	4%	-23%
CCNc1nc(Oc2ccc(C(=O)OC)cc2)nc(SC)n1	-22%&71%	-3%	-1%	-15%	39%	-6%	-14%	0%	5%
O=S(=O)(c1ccccc1)N1CCC(n2cnc3ccccc32)CC1	-11%	24%[57.1 µM]	5%	29%	17%	7%	-12%	-5%	0%
Cc1oc(/C=N/NS(=O)(=O)c2ccccc2)cc1Br	3%	?	40%[activator]	7%	6%	-4%	-24%	-8%	17%
CCOC(=O)c1cc(-c2ccccc2)n(CCC(=O)Nc2ccc(OC)c(Cl)c2)c1C	-28%	1%[57.1 µM]	7%	-9%	22%	-5%	-34%	-3%	-10%
Oc1[nH]c2ccccc2c1/C=N/N1CCCCC1	?	?	?	15%	0%	-7%	-23%	1%	36%
O=C(c1nsnc1-c1ccccc1O)N1CCCCC1	146%[activator]	19%[57.1 µM]	5%	7%[11.4 µM]	45%[activator]	-8%	-11%[57.1 µM]	-12%	19%
Cc1ccccc1CCNC(=O)C1CC(O)CN1C(=O)Nc1ccccc1 (stereo not given)	-15%	13%	0%	12%	33%	i	-10%	-19%	0%
CCOc1cccc(CN2CCC(n3nccc3NC(=O)c3ccc4c(c3)OCO4)CC2)c1	12%	-3%	-2%	-11%	14%	i	-17%	25%	-13%
CCOC(=O)COc1ccc(/C=C/[N+](=O)[O-])c(OCC(=O)OCC)c1	?	?	0%	?	12%	11%	-5%	-10%	?
O=C(c1ccc2c(c1)N(Cc1cccc(Cl)c1)C(=O)c1ccccc1S2(=O)=O)N1CCN(c2ccccn2)CC1	8%	31%	29%	-6%	37%	i	-12%	7%	-2%
CN(C(=O)c1cccnc1)c1nnc(-c2ccccn2)s1	-16%	-32%	-4%	-8%	19%	i	-14%	-3%	-2%
CC(=O)OCCC(NS(=O)(=O)OCC(Cl)(Cl)Cl)c1ccccc1 (stereo not given)	-3%	-15%	?	-27%	63%[activator]	7%	-26%	4%	0%

Record cards (already shown).
Cc1oc(/C=N/NS(=O)(=O)c2ccccc2)cc1Br across the screens: 12-LOX inh: 3%; TrxR1 inh: ?; Pin1 inh: 40%[activator]; RGS4 inhibitor: 7%; HP1b binding inh: 6%; PGK inhibitor: -4%; JMJD2A Tudor: -24%; ERG-DNA inh: -8%; GLS inhibitor: 17%
CCOc1cccc(CN2CCC(n3nccc3NC(=O)c3ccc4c(c3)OCO4)CC2)c1 across the screens: 12-LOX inh: 12%; TrxR1 inh: -3%; Pin1 inh: -2%; RGS4 inhibitor: -11%; HP1b binding inh: 14%; PGK inhibitor: i; JMJD2A Tudor: -17%; ERG-DNA inh: 25%; GLS inhibitor: -13%

Next part:
smiles	12-LOX inh	TrxR1 inh	Pin1 inh	RGS4 inhibitor	HP1b binding inh	PGK inhibitor	JMJD2A Tudor	ERG-DNA inh	GLS inhibitor
CCN1CCN(C(c2ccc(OC)cc2)c2c(O)cc(C)n(CCOC)c2=O)CC1 (stereo not given)	-2%	14µM*	1%	2%	11%[57 µM]	4%	-26%	8%	8%
CCOc1ccc(NC(=O)CN2C(=O)CSC2=O)cc1	-5%	17%	3%	4%	20%	-6%	-30%	109%[activator]	-9%
O=C(CSc1n[nH]c(=O)n1Cc1ccccc1)Nc1ccc(N2CCOCC2)cc1	5%	-3%	4%	9%	6%	-4%	-12%	-6%	32%[activator]
Cc1ccc(-c2noc(CN3CCOCC3)n2)cc1	0%	9%	-7%	-4%	26%	4%	-6%	0%	-8%
COc1ccccc1OCc1ccc(C(=O)N/N=C/c2ccco2)cc1	-14%	-3%	3%	0%	17%	i	-15%	7%	2%
CCOc1ccc(CN2C(=O)CC(=O)N(S(=O)(=O)c3ccc(OCC)cc3)C2=O)cc1	?	16%	2%	4%	3%	i	-13%	3%	1%
CCC1CCCCN1CCCNC(=O)CN1C(=O)CSc2ccc(S(=O)(=O)N3CCOCC3)cc21 (stereo not given)	14%&-1%	-5%	-9%&-2%	-11%[56.9 µM]	50%&7%[activator]	-10%&5%	-10%&-4%	4%&6%	-12%&3%
COc1cc(C)c(CN2CCN(CC(=O)Nc3ccccc3C(=O)NC3CC3)CC2)cc1OC	0%	-1%	0%	9%	18%	3%	-13%	2%	15%
Cc1c(N=C(N)/N=C(\N)Nc2ccc(Br)cc2)c(=O)n(-c2ccccc2)n1C	21%	-9%	-4%	0%	13%	-9%	32µM*	0%	-8%
CCOC(=O)c1sc(N)c(C#N)c1COC(=O)CNC(=O)c1ccccc1	0%	8%	?	-30%	21%	i	-19%	6%	38%[activator]
c1ccc(CN2CCN(Cc3nnc(-c4ccccc4)o3)CC2)cc1	35%	18%[57.1 µM]	6%	-1%	15%	-9%	-9%	-1%	-1%
CCn1cc(/C=C(\NC(=O)c2ccc(OC)c(OC)c2)C(=O)NCCCn2ccnc2)c2ccccc21	-25%	2%	0%	2%	13%	i	?	3%	-6%
Cc1ccc(C)c(NC(=O)C(Sc2nnc(-c3cccs3)o2)c2ccccc2)c1 (stereo not given)	-12%	-12%	2%	-28%	?	4%	-22%	3%	9%
CC(Cn1cnc2ccccc21)C(=O)O (stereo not given)	-29%	22%	-15%	15%	14%	·	-25%	-6%	0%
O=C(Nc1ccccc1N1CCOCC1)C1Cc2ccccc2CN1C(=O)c1ccco1 (stereo not given)	0%	-28%	-1%	3%	47%[activator]	7%	-15%	0%	3%
O=C(O)c1ccc(N=NN2CCCC2)cc1	32%	-2%	-10%	-19%	31%	-1%	-6%	9%	-1%
Cc1ccccc1Cn1c(CN2CCCC(C)C2)nc2c1c(=O)n(C)c(=O)n2C (stereo not given)	10%	15%	1%	13%	29%	-6%	-2%	3%	8%
Cc1[nH]c2ccccc2c1/C=C(\C#N)C(=O)NC1CC1	?	14%	-12%	29%	12%	-6%	-19%	-3%	7%
CCCC(=O)OCCNc1cc(Sc2nccn2C)c2nonc2c1[N+](=O)[O-]	?	0.56µM*	4%	?	-32%	4%	-16%	0%	1%
COc1ccc(Nc2c(-c3ccc(OC)cc3)nc3cnccn23)cc1	?	13%	3%	21%	-10%	5%	?	-1%	12%
CN=c1scc(-c2ccc(Br)cc2)n1C	0%	10%[57.1 µM]	-11%	15%	3%	i	-16%	13%	5%
CCSCc1nnc(SCC(=O)Nc2nc3ccccc3s2)n1C	361%[activator]	0%	0%	-5%	14%	2%	?	-2%	17%
Nc1c(C(=O)Nc2ccccc2F)sc2nc(-c3cccnc3)ccc12	?	-13%[57.1 µM]	9%	-20%	42%	4%	-1%	3%	8%
COc1cccc2c1OCC(C(=O)O)C2 (stereo not given)	?	22%[57.1 µM]	-8%	-18%	28%	i	-11%	16%	-1%
N#C/C(C(=O)Nc1ccc(Cl)cc1)=C(/S)Nc1ccccc1	1.8µM*	-14%	-9%	?	?	-5%	20µM*	4%	26%
Cc1ccc(/C=C/C(=O)O)cc1S(=O)(=O)N1CCC(Cc2ccccc2)CC1	-3%	13%	-2%	9%	29%	1%	-6%	-4%	9%
Cc1oc2ncn(C)c(=O)c2c1C(=O)Nc1ccccn1	0%	-8%	-9%	-12%	39%[activator]	3%	-4%	13%	-8%
CC(=O)c1cc(C#N)c(SCC(=O)OC(C)(C)C)nc1C	-30%	13%	7%	10%	55%[activator]	i	9%	8%	-4%
COc1nc(Nc2ccccc2)nc(OC)n1	121%[activator]	19%[57.1 µM]	-4%	9%	16%	-3%	4%	8%	-4%
Cc1ccc(-n2c(SCC(=O)N3CCN(c4ccccn4)CC3)nnc2N2CCCC2)cc1	-18%	12%	-4%	9%	16%	-4%	-23%	-10%	6%

These rows are one share of the data; the hit share may differ from the screen's.
